GALK inhibitor = blocks human galactokinase activity | Purified GALK, Kinase-Glo residual ATP luminescence | Potency, µM (highest dose often 57.5 µM), inactives show top-dose activity change, negative = inhibition, usual class: inhibitors | 0.007% of 270,000 active | AID 1868; further: potency means the concentration at half of the fitted maximal effect; on the % scale 0 is the no-effect control and ±100 the full control effect
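Galactose (100 uM) and ATP (35 uM) were turned over by 5 nM GALK for 1 h at RT. Kinase-Glo Plus then converted the remaining ATP into a luminescent signal.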
PKM2 act = activators of human pyruvate kinase M2 | P14618 | purified PKM2, Kinase-Glo ATP luminescence, activation; response scale: 0% is enzyme alone, no compound | Potency, µM (top dose mostly 57.5 µM), without a hit: at the top dose activation, most hits filed as activators | 0.34% of 260,000 active; further: potency means the concentration at half of the fitted maximal effect; on the % scale 0 is the no-effect control and ±100 the full control effect; nearly all actives have a fitted effect of over 55% in size
Target sequence (P14618 whole entry, looked up): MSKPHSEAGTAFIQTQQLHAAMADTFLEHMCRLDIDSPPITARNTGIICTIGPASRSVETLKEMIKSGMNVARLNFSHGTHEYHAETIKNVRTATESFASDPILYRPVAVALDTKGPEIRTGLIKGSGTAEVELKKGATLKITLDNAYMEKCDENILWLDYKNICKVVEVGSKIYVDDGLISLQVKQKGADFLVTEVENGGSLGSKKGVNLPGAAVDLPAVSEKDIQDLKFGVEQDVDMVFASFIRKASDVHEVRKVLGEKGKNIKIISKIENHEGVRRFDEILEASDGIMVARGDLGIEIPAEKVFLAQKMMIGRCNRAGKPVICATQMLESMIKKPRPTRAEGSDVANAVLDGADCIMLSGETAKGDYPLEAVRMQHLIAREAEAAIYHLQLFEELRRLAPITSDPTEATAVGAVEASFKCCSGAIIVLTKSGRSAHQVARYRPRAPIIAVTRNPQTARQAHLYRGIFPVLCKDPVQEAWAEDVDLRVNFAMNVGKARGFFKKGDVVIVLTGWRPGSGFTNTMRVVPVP
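ATP formation by purified human PK-M2, quantified via coupled luciferase luminescence after 1 h at room temperature with 0.1 mM ADP and 0.5 mM PEP final.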
Mito fusion act = mitochondrial division inhibition or fusion activation; 0.23% of 320,000 active; Potency, µM (titrated, usually from 46.1 µM), inactives show at the top dose growth rescue (activation), hits mostly activators; AID 485298; S. cerevisiae fusion-defective mutant growth rescue, CellTiterGlo 48 h;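 further: potency means the concentration at half of the fitted maximal effect; % of control where 0% means no effect; nearly all actives have a fitted effect of over 45% in size; temperature-sensitive fusion mutants such as fzo1-1 at 37 °C on non-fermentable ethanol glycerol medium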
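Compounds are tested for their ability to restore growth of mitochondrial fusion-defective yeast strains at non-permissive 37C in YPEG medium over 48 hours. Viability is quantified by luciferase luminescence.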
BCR signal inh = blocks chronic active B-cell receptor signaling; Potency, µM (top dose mostly 46.1 µM), without a hit: at the top dose ratio change, negative = lower green/red ratio, most hits filed as inhibitors; 0.05% of 340,000 active; ABC-DLBCL IkBa-CBG/CBR reporter, luminescence ratio, 4 h; AID 493014; active means well fitted inhibition curve with a large enough effect in the signal ratio, with a control signal flat, not every such curve was filed as active; inconclusive means small, poorly fitted or top-dose-only effect, or effect the other way, or a change in a side signal; the % refers to the signal ratio;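 further: potency means the concentration at half of the fitted maximal effect; plate controls were basal doxycycline-induced cells for no effect and cells given 10 µM MG132 for full effect; MG132 reads +100%, hits lower the ratio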
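Cell line TMD8 (human ABC DLBCL), stably expressing tet-inducible CBG68-IkBa fusion and CBR; IMDM/0.5% FBS; cpd up to 46 uM; dox induction, 4 h, 37C/5% CO2; dual luminescence; green/red ratio; MG132 control.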
Menin-MLL TR inh = menin-MLL binding inhibition, Texas Red mutant peptide. O00255. Menin + Texas Red MLL mutant peptide, fluorescence polarization. Potency, µM (doses to about 61.6 µM), without a hit: at the top dose FP activity change, negative = inhibition, most hits filed as inhibitors. 0.23% of 270,000 active; active means well fitted inhibition curve with a large enough effect in the polarisation, with a control signal flat, not every such curve was filed as active; inconclusive means small, poorly fitted or top-dose-only effect, or effect the other way, or a change in a side signal; inactive means no such curve, though single readings can be large or run the other way; the % refers to the polarisation; further: potency means the concentration at half of the fitted maximal effect; % of control where 0% means no effect; many of its hits are not listed in these tables
USP2a inh = inhibitors of human ubiquitin-specific protease USP2a; Potency, µM (highest dose often 38.3 µM), inactives show at the highest dose activity change, negative = inhibition, actives largely listed as inhibitors; 0.01% of 330,000 active; O75604; USP2 core, Ub-CHOP2 coupled fluorogenic reporter, 485/531;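 further: potency means the concentration at half of the fitted maximal effect; plate controls were DMSO wells for no effect and full inhibition by NEM control for full effect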
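Deubiquitinase activity read as fluorescence (485/531 nm) after Ub-CHOP2 cleavage activates the enterokinase reporter on its substrate; USP2 core 10nM, Ub-CHOP2 and substrate 25nM each, 30min compound preincubation then 60min RT; data normalized to NEM, curves fitted.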
TSHR antag = antagonists of human thyroid stimulating hormone receptor; P16473; TSHR-expressing cells, TSH-stimulated cAMP HTRF, 2 h; active compounds read low; activity change, negative = inhibition, % at 11.5 µM; 0.2% of 330,000 active;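 active means activity change below a set negative limit, meaning inhibition stronger than a set level, cut at about -70% in these data; inconclusive means activity change between two set negative limits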; further: on the % scale 0 is the no-effect control and ±100 the full control effect
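Freshly harvested TSHR cells receive pin-tooled compound, then EC80 TSH at 4nM final. After 2 hours at 37 deg C, antibody in lysis buffer and cAMP-d2 are added; 30 minutes at ambient temperature precede the HTRF read.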
KCNH2 WT inh = blocks the wildtype human KCNH2 potassium channel | Q12809 | U2OS, BacMam KCNH2, thallium flux FluxOr; active compounds read low | activity change, % at 1.84 µM | 0.37% of 340,000 active | AID 720551;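 active means maximum activity change below -70%; inconclusive means maximum activity change between -70% and -50%; inactive means maximum activity change above -50%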; further: on the % scale 0 is the no-effect control and ±100 the full control effect
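U2OS cells were transduced with wild-type KCNH2 virus (2.03 x 10^8 / mL) for 4 h at room temperature, then cultured overnight at 37 C. Thallium flux was read with FluxOr dye. Rate constants were normalized to DMSO controls.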
Eya2 inh = Eya2 (human) phosphatase inhibition | recombinant Eya2, OMFP fluorescence dephosphorylation (OMFP is methylfluorescein phosphate) | AID 488837 | 0.006% of 330,000 active | Potency, µM (series often up to 76.9 µM), for the others: at the top dose activity, negative = inhibition, actives largely listed as inhibitors | O00167; further: potency means the concentration at half of the fitted maximal effect; on the % scale 0 is the no-effect control and ±100 the full control effect
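Eya2 protein (added as 0.2 uM solution) was preincubated with compound for 10 min at ambient temperature in 50 mM HEPES pH 7.5, 50 mM NaCl, 5 uM MgCl2, 0.05% BSA, 1 mM DTT. OMFP (added at 50 uM) then reacted 10 min; fluorescence read at 485/525 nm.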
ASM inhibitor = inhibitors of human secretory acid sphingomyelinase. AID 504937. 0.006% of 340,000 active. placental ASM, HMU-PC fluorogenic substrate, 60 min. P17405. Potency, µM (doses to about 57.5 µM), for inactives: at the highest dose activity change, negative = inhibition, usual class: inhibitors; further: potency means the concentration at half of the fitted maximal effect
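Steps: dispense placental human ASM, pin compound, wait 10 min at room temperature, add HMU-PC0 substrate at 9 uM final, incubate 60 min at 37 °C, add stop solution raising pH to 10, read fluorescence.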
MBNL1-CUG inh = inhibitors of human MBNL1 binding to CUG repeat RNA. 0.036% of 280,000 active. Potency, µM (titrated, usually from 57.5 µM), inactives show at the top dose activity change, negative = inhibition, hits mostly inhibitors. Q9NR56. AID 2675. TR-FRET MBNL1-His/biotin-(CUG)12 binding, 665/545 ratio; active means well fitted inhibition curve with a large enough effect in the signal ratio, with a control signal flat, not every such curve was filed as active; inconclusive means small, poorly fitted or top-dose-only effect, or effect the other way, or a change in a side signal; inactive means no such curve, though single readings can be large or run the other way; the % refers to the signal ratio; further: potency means the concentration at half of the fitted maximal effect; on the % scale 0 is the no-effect control and ±100 the full control effect
Target sequence (Q9NR56 whole entry, looked up): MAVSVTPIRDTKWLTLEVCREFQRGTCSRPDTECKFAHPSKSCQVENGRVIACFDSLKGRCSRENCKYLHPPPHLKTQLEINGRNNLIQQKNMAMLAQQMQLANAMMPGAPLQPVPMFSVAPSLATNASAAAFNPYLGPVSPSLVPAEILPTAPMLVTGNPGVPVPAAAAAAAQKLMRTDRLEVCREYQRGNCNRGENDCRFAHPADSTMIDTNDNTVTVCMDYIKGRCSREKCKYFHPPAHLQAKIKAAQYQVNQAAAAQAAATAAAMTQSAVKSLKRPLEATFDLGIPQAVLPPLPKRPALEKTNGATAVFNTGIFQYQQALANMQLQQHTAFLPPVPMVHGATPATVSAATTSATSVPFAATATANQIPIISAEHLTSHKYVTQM
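TR-FRET readout: Ex 340 nm, 665/545 nm emission ratio, normalized to buffer-only (basal) and MBNL1-(CUG)12 controls. Complex of MBNL1-His with Biotin-(CUG)12, compounds 92 nM–58 uM, incubated 60 min at room temperature.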
* hit, by the source's call; i = inactive; ? = inconclusive; / = not tested or not shown; [ ] = remark or other dose. Unless noted, the call rests on the fitted dose curve; in most records, active means well fitted curve in the direction sought with a large enough effect; inconclusive means small, poorly fitted or top-dose-only effect, or another doubt; inactive means no such curve, though single readings can be large; an effect the other way counts as inactive or inconclusive.

SMILES | GALK inhibitor | PKM2 act | Mito fusion act | BCR signal inh | Menin-MLL TR inh | USP2a inh | TSHR antag | KCNH2 WT inh | Eya2 inh | ASM inhibitor | MBNL1-CUG inh
O=C(COC(=O)/C=C/c1ccco1)NCc1ccccc1Cl | 10% | 0% | 2% | -12% | 11% | -1% | 31 | i | 6% | -2% | ?
O=C(CNC(=O)c1n[nH]c2ccccc12)Nc1ccc(F)c(F)c1F | / | / | / | 3% | / | 3% | / | 4 | -2% | -1% | /
CNc1sc(C(=O)c2cccs2)c(N)c1-c1nc2ccccc2s1 | 5% | ? | 4% | ? | ? | 0% | -14 | -2 | -12% | -15% | ?
Cc1ccc(S(=O)(=O)N2CCC(C(=O)NCC3CCCCC3)CC2)cc1 | -5% | 1% | 23% | -5% | -11% | 0% | -7 | 0 | -9% | 3% | 5%
CC1CCCCC12NC(=O)N(CC(=O)Nc1ccc(S(=O)(=O)Nc3ncccn3)cc1)C2=O (stereo not drawn) | / | / | -2% | 0% | / | -1% | -12 | 13 | -10% | 6% | /
CN(CC(=O)Nc1ccc(Cl)c(Cl)c1)C(=O)CNC(=O)C1CCCCC1 | / | / | -3% | ? | / | 0% | -20 | 1 | 10% | -3% | /
COc1ccc(OC)c(C(=O)NC(CC(N)=O)c2ccc(NCCOc3ccccc3)c([N+](=O)[O-])c2)c1 (stereo not drawn) | / | 1% | -1% | -4% | 28% | 0% | -2 | 11 | -8% | -8% | ?
CS(=O)(=O)c1nc(S(=O)(=O)c2ccc(Cl)cc2)c(N2CCCCC2)s1 | 0% | / | -2% | 1% | / | 4% | 6 | 4 | -11% | -1% | 3%
CCc1noc(C)c1C(=O)N(C)CC(=O)Nc1cccc(OC)c1 | / | / | -3% | 2% | / | 1% | 2 | -3 | 2% | 4% | /
COc1ccc(COC(=O)c2ccc3c(=O)n4c(nc3c2)CCC4)cc1F | -1% | 12% | -3% | -4% | / | -3% | -6 | / | 0% | / | /
CSc1ccccc1NC(=O)CSCc1ccccc1Br | 0% | -1% | -1% | ? | -8% | 3% | -8 | -21 | 3% | 0% | -3%
CCc1ccccc1OCC(=O)Nc1ccc(F)c(S(=O)(=O)N2CCOCC2)c1 | / | / | 8% | ? | / | 5% | -14 | -1 | -15% | -4% | /
CC1CCC2(CC1)NC(=O)N(CC(=O)N1CC(C)CC(C)C1)C2=O (stereo not drawn) | / | / | / | 0% | / | 2% | 0 | 3 | 5% | 4% | /
Cc1ccc(C2NC(=O)Cc3ccccc32)cc1 (stereo not drawn) | -2% | 0% | 0% | 8% | -14% | 3% | -2 | -12 | -7% | 2% | 8%
CN(C)c1cccc(-c2csc(N3CCC(C(N)=O)CC3)n2)c1 | / | / | / | 3% | / | 1% | -13 | / | -3% | -8% | /
CCOC(=O)C1CCCN(c2c(C(=O)c3ccccc3)cnc3ccccc23)C1 (stereo not drawn) | -2% | 1% | 1% | ? | ? | -6% | -11 | -11 | -15% | -2% | 11%
CC(C)C(=O)NNC(=O)CSc1ncnc2c1cnn2-c1ccccc1Cl | 2% | / | 13% | ? | 8% | -6% | 8 | -2 | 10% | -1% | -5%
O=C(COc1cccnc1[N+](=O)[O-])Nc1cccc(S(=O)(=O)N2CCOCC2)c1 | 3% | 1% | 0% | ? | 18% | 2% | 39 | 9 | 0% | -4% | ?
CN(CC(=O)Nc1ccc(OC(F)(F)F)cc1)C(=O)c1ccc(N2CCCC2=O)cc1 | / | / | -4% | ? | / | -1% | -21 | 0 | -16% | 0% | /
CC(C)CNC(C(=O)Nc1ccc([N+](=O)[O-])cc1Br)c1ccccc1 (stereo not drawn) | 1% | -12% | -3% | ? | -10% | -7% | 13 | 5 | -16% | -15% | 17%
O=C1/C(=C\Nc2ccc(Cl)cc2)CCN1c1ncccn1 | 4% | 2% | -2% | -15% | -7% | 1% | -1 | -12 | 4% | 6% | 14%
COc1cc(OC)cc(-c2c(-c3cccs3)c3cc(-c4ccc5[nH]ccc5c4)ccc3n2C)c1 | / | / | 5% | -7% | / | 0% | -6 | 13 | 13% | 30%[activator] | /
COc1ccc(/C(C)=N\NC(=O)c2ccc3c(c2)OCO3)cc1OC | 1% | -13% | 9% | ? | -1% | 1% | 2 | / | 2% | / | 1%
Cc1nc([N+](=O)[O-])cn1C(C)C | 6% | -3% | 2% | 7% | / | 1% | 19 | -7 | -5% | 4% | 8%
CCOC(=O)C1=C(C)N(Cc2ccc(C(=O)O)cc2)C(=O)NC1c1ccc([N+](=O)[O-])cc1 (stereo not drawn) | / | 3% | -1% | 0% | 3% | 1% | -5 | 2 | -6% | 2% | 42%[activator]
CCn1cc(C(=O)NCc2ccccn2)c(=O)c2cc(F)c(N3CCN(C)CC3)cc21 | -2% | -4% | -3% | ? | 5% | 1% | -3 | -19 | 8% | -1% | -6%
CC(CN1CCN(C)CC1)OC(=O)c1ccc(Cl)cc1Cl (stereo not drawn) | 3% | 23% | -12% | / | 1% | / | / | 3 | / | 5% | -5%
NS(=O)(=O)c1ccc(NC(=S)NNC(=O)c2ccc(Br)o2)cc1 | ? | -10% | -3% | ? | / | -1% | -1 | 3 | 9% | 1% | 3%
O=C1CCC/C(=N/NC(=O)c2cc(NS(=O)(=O)c3cccs3)cc(NS(=O)(=O)c3cccs3)c2)C1 | 2% | 3% | -1% | -4% | / | 2% | -6 | -5 | -12% | 1% | -9%
COc1ccc(-c2nc(S(=O)(=O)c3ccccc3)c(N3CCOCC3)o2)cc1 | 0% | 1% | 1% | ? | 20% | 3% | -4 | -9 | 5% | -4% | /
COc1ccc(Cl)cc1NC(=O)CCn1c(=O)oc2ccccc21 | -5% | 0% | -1% | -2% | / | 0% | -7 | 4 | -7% | -4% | -4%
Cc1ccc(SCC(=O)c2sc(-c3ccccc3)nc2C)cc1 | 0% | 0% | 3% | ? | -4% | 0% | -8 | -9 | -20% | -8% | 4%
CCOC(=O)CN/C=C(\C#N)c1ccc(F)cc1 | -1% | -1% | -3% | ? | 2% | 4% | -7 | 5 | 1% | -7% | 6%
CC1CCC(C(C)C)C(=O)/C1=C\c1ccc(NC(=O)CCC(=O)O)cc1 (stereo not drawn) | 4% | 13% | 1% | ? | 11% | 3% | -8 | -15 | 3% | 10% | 13%
Cc1ccc(NC(=O)CCn2nc(C)cc2C)cc1 | 1% | -4% | -1% | 0% | -1% | 1% | 3 | 3 | 20% | -1% | -3%
CC(C)(C)c1cc(C(=O)NCCN2CCCC2)cc(C(C)(C)C)c1 | -2% | -5% | -2% | -7% | ? | -1% | -5 | -5 | -19% | 0% | -2%

Single entries from the results shown:
Value of `CC(CN1CCN(C)CC1)OC(=O)c1ccc(Cl)cc1Cl` (stereo not drawn) under MBNL1-CUG inh: -5%
Value of `COc1ccc(Cl)cc1NC(=O)CCn1c(=O)oc2ccccc21` under Mito fusion act: -1%

Grouped by structure, the entries above with an aryl thioether with sulfur outside any ring.
SMILES | GALK inhibitor | PKM2 act | Mito fusion act | BCR signal inh | Menin-MLL TR inh | USP2a inh | TSHR antag | KCNH2 WT inh | Eya2 inh | ASM inhibitor | MBNL1-CUG inh
CSc1ccccc1NC(=O)CSCc1ccccc1Br | 0% | -1% | -1% | ? | -8% | 3% | -8 | -21 | 3% | 0% | -3%
CC(C)C(=O)NNC(=O)CSc1ncnc2c1cnn2-c1ccccc1Cl | 2% | / | 13% | ? | 8% | -6% | 8 | -2 | 10% | -1% | -5%
Cc1ccc(SCC(=O)c2sc(-c3ccccc3)nc2C)cc1 | 0% | 0% | 3% | ? | -4% | 0% | -8 | -9 | -20% | -8% | 4%

Screens as filed in PubChem BioAssay.

Some of the compounds tested. The share of hits here may be higher or lower than overall.
